# Screening results: PubChem, National Center for Advancing Translational Sciences (NCATS)
# TRHR ag: qHTS for Small Molecule Agonists and Allosteric Enhancers of Human TRH Receptor: Primary Screen for Agonists; TRHR cells, calcium flux fluo-8, FDSS agonist mode; activation, % at 2 µM; 0.18% of 360,000 active; AID 493084, 2011; further: 0% is about no effect
# Target sequence (P34981 whole entry, looked up): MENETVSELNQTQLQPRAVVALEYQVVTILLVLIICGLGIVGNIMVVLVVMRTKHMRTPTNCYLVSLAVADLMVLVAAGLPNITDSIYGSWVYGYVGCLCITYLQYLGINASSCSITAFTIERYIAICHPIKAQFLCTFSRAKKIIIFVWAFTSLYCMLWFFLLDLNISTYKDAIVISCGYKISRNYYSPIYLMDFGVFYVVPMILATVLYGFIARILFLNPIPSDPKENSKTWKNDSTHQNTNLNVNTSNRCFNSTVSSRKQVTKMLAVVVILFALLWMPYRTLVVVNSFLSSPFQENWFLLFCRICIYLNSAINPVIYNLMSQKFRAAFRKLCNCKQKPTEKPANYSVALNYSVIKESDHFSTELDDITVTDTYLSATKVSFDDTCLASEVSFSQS
#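 TRHR-expressing cells, plated overnight in medium with 10% serum, were loaded with fluo-8 calcium dye at room temperature. After a 10 s baseline, library compound was pin-added and calcium release was recorded kinetically (ex 480/em 530) as agonist response.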
# D1 ag: Allosteric Agonists of the Human D1 Dopamine Receptor: qHTS. D(1A) dopamine receptor (Homo sapiens), P21728. 1% of 360,000 active. activation, % at 2 µM. HEK293 T-REx D1 cells, calcium flux, agonist mode; further: 0% is about no effect
# Target sequence (P21728 whole entry, looked up): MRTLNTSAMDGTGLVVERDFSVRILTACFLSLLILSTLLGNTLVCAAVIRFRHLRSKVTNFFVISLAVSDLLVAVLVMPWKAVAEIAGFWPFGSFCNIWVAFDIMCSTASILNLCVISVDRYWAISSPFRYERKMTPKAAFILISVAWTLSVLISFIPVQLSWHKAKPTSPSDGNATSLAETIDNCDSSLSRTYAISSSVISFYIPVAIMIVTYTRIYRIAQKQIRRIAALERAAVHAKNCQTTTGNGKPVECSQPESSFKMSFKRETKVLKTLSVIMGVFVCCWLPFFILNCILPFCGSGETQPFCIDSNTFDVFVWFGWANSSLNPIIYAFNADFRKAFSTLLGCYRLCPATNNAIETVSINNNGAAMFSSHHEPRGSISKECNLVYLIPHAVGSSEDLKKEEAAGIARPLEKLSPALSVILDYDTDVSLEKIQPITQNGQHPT
#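 Agonism was scored from calcium flux recorded over 180 s (1 read/s) after pintool compound addition, following a 10-cycle baseline. Cells were inducible force-coupled HEK293 TREx D1, plated overnight at 30 C and loaded with no-wash calcium dye.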
# D2 potentiator: HTS Assay for Positive Allosteric Modulators of the Human D2 Dopamine Receptor: Primary Screen for Potentiators | D(2) dopamine receptor (Homo sapiens), P14416 | HEK293 T-REx D2, calcium flux, EC20 dopamine potentiation | potentiation, % at 10 µM | 0.34% of 340,000 active;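 active means potentiation over 3 SD above the plate norm, cut at about 30% in these data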; further: 0% is about no effect
#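 Primary screen. Calcium kinetics in induced HEK293 T-REx D2 cells: compound pre-addition 180 s, EC20 dopamine, 180 s more.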
# TRHR enhancer: qHTS for Small Molecule Agonists and Allosteric Enhancers of Human TRH Receptor: Primary Screen for Enhancers; AID 493056, 2011; TRHR cells, fluo-8 calcium fluorescence, EC20 TRH enhancement; enhancement, % at 2 µM; Thyrotropin-releasing hormone receptor (Homo sapiens), P34981; 0.66% of 360,000 active; in the data active means enhancement above about 30%; further: 0% is about no effect
#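 Enhancer read-out: after compound pinning and an initial kinetic agonist-mode read, an EC20 of TRH (10 nM final) was injected and fluo-8 calcium signal (Ex 480/Em 530) followed at 1 s/cycle for 100 cycles in TRHR-expressing cells.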
# D2 agonist: HTS Assay for Allosteric Agonists of the Human D2 Dopamine Receptor: Primary Screen for Agonists; HEK293 T-REx D2 cells, calcium flux agonist mode; D(2) dopamine receptor (Homo sapiens), P14416; AID 485358, 2010; 0.53% of 340,000 active; activation, % at 2 µM;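 active means activation over 3 SD above normal in the single-dose calcium agonist read, cut at about 30% in these data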; further: 0% is about no effect
#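 HEK293 Trex D2 cells, tetracycline-induced, o/n 30 C 5% CO2; no-wash Ca dye, RT 30–90 min; 10-cycle baseline, 23 nl cpd added, kinetic Ca read 180 s; agonist hits = positive Ca response.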
# D1 PAM: Potentiators of Human D1 Dopamine Receptor: qHTS; potentiation, % at 10 µM; AID 504651, 2011; 0.036% of 360,000 active; D(1A) dopamine receptor (Homo sapiens), P21728; HEK293 TREx D1 cells, calcium flux, dopamine EC20 potentiation; in the data active means potentiation above about 30%; further: 0% is about no effect
# D2 antagonist: HTS Assay for Allosteric Antagonists of the Human D2 Dopamine Receptor: Primary Screen for Antagonists; D(2) dopamine receptor (Homo sapiens), P14416; HEK293 TREx D2 cells, calcium flux, dopamine EC80; inhibition, % at 10 µM; 2% of 340,000 active; in the data active means inhibition above about 30%; further: 0% is about no effect
#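 Read-out: kinetic calcium fluorescence (1 cycle/s) in inducible HEK293 T-REx D2 cells after an EC80 dopamine addition that followed 180 s compound preincubation. Loss of the dopamine response indicates antagonism.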
# RXFP1 antagonist: qHTS Assay for Antagonists of the Relaxin Receptor RXFP1; HEK293-RXFP1, relaxin-stimulated cAMP HTRF, 30 min; active compounds read low; 0.59% of 350,000 active; activity change, negative = inhibition, % at 57.5 µM; Relaxin receptor 1 (Homo sapiens), Q9HBX9;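 active means activity change of -60% or lower, but not beyond a set lower limit; inconclusive means change between -60% and -40%, or beyond the set limit; inactive means change above -40%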; further: on the % scale 0 is the no-effect control and ±100 the full control effect
# D1 antag: Antagonist of Human D 1 Dopamine Receptor: qHTS. HEK293 TREx D1 cells, calcium flux, dopamine EC80; active compounds read low. activity change, negative = inhibition, % at 10 µM. 3.2% of 360,000 active; in the data active means activity change below about -30%; further: on the % scale 0 is the no-effect control and ±100 the full control effect
#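 Calcium flux readout: force-coupled, inducible Hek293 Trex D1 line, cells induced overnight at 30 C with tetracycline, dye-loaded 30–90 min at RT. Antagonism scored against EC80 dopamine challenge given 180 s after compound.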
# Active calls of the source: *; ? = inconclusive; · = no result given. Unless noted, no stated cut-off is given here; in the data, active means activation above about 30%; inactive means the rest.
# Start of the data: the first 3 entries as a preview:
SMILES,TRHR ag,D1 ag,D2 potentiator,TRHR enhancer,D2 agonist,D1 PAM,D2 antagonist,RXFP1 antagonist,D1 antag
O=C(c1cc[n+]([O-])cc1)N1CCCC(N2CCN(c3cccc(C(F)(F)F)c3)CC2)C1 (centres undefined),-3.8,5,12,2,-3.2,6,1,0,0
COCCn1c(Cc2ccccc2)nnc1SCC(=O)N1CCCC1=O,0.6,2,1,2,-0.1,0,12,2,8
O=C(Nc1nc2ccccc2s1)C1CC(=O)N(c2ccc(Cl)cc2)C1 (centres undefined),0.2,1,1,4,-1.2,-3,2,-32,0

# The whole of this part, from the start:
SMILES,TRHR ag,D1 ag,D2 potentiator,TRHR enhancer,D2 agonist,D1 PAM,D2 antagonist,RXFP1 antagonist,D1 antag
O=C(c1cc[n+]([O-])cc1)N1CCCC(N2CCN(c3cccc(C(F)(F)F)c3)CC2)C1 (centres undefined),-3.8,5,12,2,-3.2,6,1,0,0
COCCn1c(Cc2ccccc2)nnc1SCC(=O)N1CCCC1=O,0.6,2,1,2,-0.1,0,12,2,8
O=C(Nc1nc2ccccc2s1)C1CC(=O)N(c2ccc(Cl)cc2)C1 (centres undefined),0.2,1,1,4,-1.2,-3,2,-32,0
CC1(C)CC(=O)C(N=Nc2ccc3ncsc3c2)=C(O)C1,-0.3,2,-7,13,0.2,-6,7,-10,9
O=C(Cn1ccc2ccccc2c1=O)NCCC(=O)NC1CCN(Cc2ccccc2)CC1,-0.1,-1,12,-8,-2.3,1,2,0,-3
Cc1ccc(CNC(=O)c2ccc(CNc3c(N4CCCC4)c(=O)c3=O)cc2)cc1,-0.3,0,23,3,-0.1,·,7,·,-14
CCCC(NC(=O)Cc1c(C)c2cc3c(C)c(C)oc3c(C)c2oc1=O)C(=O)N[C@@H](Cc1ccccc1)C(=O)O (some centres undefined),0.0,6,1,7,-0.2,-7,0,7,-4
Cc1ccc(S(=O)(=O)CC(=O)Nc2cc(C)on2)cc1,0.1,1,3,7,-0.2,0,7,5,15
Cc1ccc(C)c(NS(=O)(=O)c2cc(C(=O)NCCC3=CCCCC3)ccc2C)c1,0.8,4,-3,0,-0.2,2,2,6,5
Fc1ccccc1CSc1nc2ncccc2[nH]1,-1.0,2,·,9,1.0,-7,-1,5,7
COc1ccc(/C=C/C(=O)NCc2ccccn2)cc1,0.3,5,5,10,0.5,-4,-7,-10,7
COC(=O)c1cc(C(=O)OC)cc(S(=O)(=O)Nc2ccc(Cl)c(N)c2)c1,-1.0,1,-1,-1,0.4,-2,-3,-13,-4
Cc1ccc2c(c1)c1c(c(=O)n(-c3ccccc3C)c(=O)n1CC(=O)c1ccc(Cl)cc1)n2C,-0.3,4,3,2,-0.1,-2,·,·,-32*
Cc1nnc(SCc2cccc3ccccc23)n(N)c1=O,-0.6,0,5,0,-2.2,1,-7,8,23
Cc1ccc(NC(=O)NC(=O)CSc2nnnn2C)c(C)c1,0.1,3,-3,-2,0.4,-4,-13,-5,8
CC#CC[N+](C)(C)CC(=O)c1ccccc1,-0.2,3,1,12,-1.7,0,-1,8,-5
Cc1ccc(N2C(=O)CC(Sc3nc(-c4ccccc4)c4cc(Cl)ccc4n3)C2=O)c(C)c1 (centres undefined),-1.1,5,·,-5,·,-7,·,·,1
O=C(CC1CCCC1)NCCS(=O)(=O)N1CCN(c2ccc(F)cc2)CC1,-1.3,0,-3,12,1.1,-6,2,-5,-4
Cc1cccc(-c2nc(Cn3c(SCc4cc(C)ccc4C)nc4ccncc43)c(C)o2)c1,0.4,10,4,4,0.2,6,·,·,16
CCCNCc1cc(OC)c(OCC(=O)Nc2ccccc2)cc1Br,0.5,2,-6,-5,0.2,-4,5,0,9
CCNC(=O)NC(=O)C(C)Oc1ccc(Br)cc1Br (centres undefined),0.9,2,1,7,1.7,7,11,-5,-13
CCC1(c2ccc(Cl)cc2)NC(=O)N(Cc2ccc(C(=O)OC)cc2)C1=O (centres undefined),12,30,35*,8,1.5,-5,4,-13,-31*
Cc1ccnc(NC(=O)CCC(=O)c2cc(C)sc2C)c1,0.7,4,11,5,3.5,0,-4,-5,16
Cn1c2c(c(=O)n(C)c1=O)C(c1ccccc1[N+](=O)[O-])CC(=O)N2 (centres undefined),0.4,0,1,13,0.3,-2,·,·,-5
O=C(CSc1ccc(-c2ccccn2)nn1)N1CCCCC1,-0.9,-1,3,2,0.3,2,-2,-8,-7
NCCSC1CC(=O)N(c2ccc(Cl)c(Cl)c2)C1=O (centres undefined),0.1,4,5,-1,0.0,-2,-4,-16,-20
CSc1nc2nc3c(c(=O)n2[nH]1)CCCC3,0.6,4,9,-4,-0.3,1,26,-1,-7
COC(=O)c1cccnc1-n1c(=O)c2cccnc2n(Cc2ccc([N+](=O)[O-])cc2)c1=O,0.0,4,-11,-3,-3.4,2,-15,2,3
Cc1c(NC(=O)OC(C)C)sc(=S)n1C,0.1,-1,-7,-4,-1.6,-4,-10,-19,32
COc1ccc(S(=O)(=O)N2CCCC2CNC(=O)C(=O)NCc2ccccc2)cc1 (centres undefined),-0.8,4,4,5,0.7,-2,15,6,-1
COc1ccc(CC(=O)NCc2n[nH]c(=S)n2C)cc1,1.1,1,12,-17,0.3,1,17,-1,-2
Cc1ccc2c(=O)cc(C(=O)Nc3ccc(S(=O)(=O)N4CCCCCC4)cc3)oc2c1,0.0,0,13,9,·,0,·,-7,9
CCOC(=O)N1CCC(N2CCCC(C(=O)c3cc(C)c(OC)c(C)c3)C2)CC1 (centres undefined),-0.2,3,·,-3,·,1,·,-4,-8
[O-][n+]1ccccc1SCc1ccccc1,0.2,1,9,-2,0.4,-8,-10,·,-5
O=C(CN1CCOCC1)n1c2c(c3ccccc31)CCCC2,-0.1,0,7,1,0.1,1,4,-14,1
Cc1ccc(NC(=O)c2ccc(S(=O)(=O)N3CCOCC3)cc2)c(C)c1,-0.2,2,10,-5,-0.1,-5,3,2,-9
CC12CCC(=O)N1C(C(=O)OCC(=O)Nc1sccc1C#N)CS2 (centres undefined),-0.3,4,-7,-4,0.4,6,2,-3,1
Cc1ccc2oc(-c3ccc(C)c(NC(=O)c4ccc5c(c4)OCCO5)c3)nc2c1,0.5,-1,-3,5,-0.1,0,·,·,12
Cc1nn2c(=O)cc(COC(=O)c3ccc(NC(=O)CCc4ccccc4)cc3)nc2s1,1.9,2,-4,-4,·,1,·,-2,2
Cc1ccc(Oc2nc(CN3CCOCC3)nc3sc4c(c23)CCC(C)C4)cc1C (centres undefined),-0.1,5,6,6,1.0,-9,-2,·,14
COc1cc(C(=O)NNC(=S)NC(=O)c2ccccc2C)cc(OC)c1OC,6.2,47*,4,4,5.1,-8,-6,9,19
COc1ccc2c(c1)cc1c(=O)n(CC(=O)NC3CCCCC3)nc(C)n12,-0.3,-1,-2,1,0.0,-1,·,-4,30
CC(=O)c1cc(CN2CCC(C(=O)Nc3cccc(-c4cscn4)c3)CC2)cs1,-0.7,6,-18,-7,0.4,0,11,?,-5
CCCCN(C(=O)NC(=O)Nc1ccccc1OCC)S(C)(=O)=O,-0.2,1,-12,-6,-1.2,-5,26,-7,4
CC(C)=Nc1ccccc1C1COC(=O)C1=N (centres undefined),0.4,6,14,-2,12,-3,-10,2,2
CCO[C@@H]1OC(C(=O)NCc2ccccc2)=C[C@H](C)[C@H]1CCCO,-0.3,-4,-7,-2,0.1,1,1,·,-10
CCOC(=O)c1sc2nc3c(cc2c1N)C(=O)CC(C)(C)C3,0.4,3,-2,27,3.1,-4,-4,-2,-21
O=C(NCCCN1CCC(Cc2ccccc2)CC1)C1CC(=O)N(C2CCCCCC2)C1 (centres undefined),3.9,7,-14,-2,2.5,-2,14,-4,0
Cc1ccnc(NC(=O)c2cc(S(=O)(=O)NCc3ccccc3)ccc2C)c1,0.4,3,5,0,·,·,·,-5,0
COc1ccccc1CN1CCCCCC1,0.1,-2,6,-4,0.9,-6,0,-6,32
Cc1ccc2nsnc2c1S(=O)(=O)NCc1ccncc1,1.0,7,-9,0,1.0,-9,0,2,1
CC(=O)c1cccc(NC(=O)c2cccc3ccccc23)c1,0.1,1,5,1,0.0,-3,1,3,1
CCOc1ncccc1C(=O)NCc1ccccc1,0.5,0,·,4,·,6,·,·,6
Cc1ccc(OCC(=O)N2CCN(c3nnc(-c4ccccc4)c4ccccc34)CC2)cc1,0.1,-1,2,2,-0.6,4,-8,-22,7
Cc1ccccc1NC(=S)N(C)Cc1cccs1,0.0,0,-9,-7,0.3,-2,10,-4,-4
COc1ccccc1CNC(=O)Cn1cnc2ccccc2c1=O,-0.4,5,-10,4,-0.1,-3,2,11,-2
COc1ccc(NC(=O)NCCCN2CCCC2=O)c(OC)c1,0.9,5,-1,-4,-0.4,-3,-18,-11,-14
O=C(Nc1ccc(CCC(=O)N2CCCC2)cc1)c1ncn[nH]1,0.0,3,8,-5,-0.1,7,9,-1,12
C/C(=N\NC(=O)CCc1ccc(S(=O)(=O)N2CCOCC2)cc1)c1ccccc1Cl,-1.2,3,-1,-5,0.9,2,15,3,-5
CN(Cc1ccccc1)C(=O)COC(=O)c1ccccc1Nc1ccccc1,0.7,2,4,-3,0.4,-4,3,-11,0

# Retrieved by compound from the list above:
SMILES,TRHR ag,D1 ag,D2 potentiator,TRHR enhancer,D2 agonist,D1 PAM,D2 antagonist,RXFP1 antagonist,D1 antag
CCOC(=O)c1sc2nc3c(cc2c1N)C(=O)CC(C)(C)C3,0.4,3,-2,27,3.1,-4,-4,-2,-21
CCOc1ncccc1C(=O)NCc1ccccc1,0.5,0,·,4,·,6,·,·,6
COc1ccccc1CNC(=O)Cn1cnc2ccccc2c1=O,-0.4,5,-10,4,-0.1,-3,2,11,-2
COc1ccccc1CN1CCCCCC1,0.1,-2,6,-4,0.9,-6,0,-6,32

# Further compounds follow:
SMILES,TRHR ag,D1 ag,D2 potentiator,TRHR enhancer,D2 agonist,D1 PAM,D2 antagonist,RXFP1 antagonist,D1 antag
CNC(=S)N/N=C/c1ccc(OCc2ccccc2)c(Br)c1,-0.5,2,·,2,·,0,·,-26,0
O=S(=O)(Nc1cccc(-c2ccc(N3CCCCC3)nn2)c1)c1ccc(F)cc1F,-0.9,-1,6,0,0.2,-8,·,·,-6
O=C(CSc1ccccn1)Nc1nonc1[N+](=O)[O-],1.0,3,7,-1,1.6,-2,-15,-15,-17
CCN(CC)CCOC(=O)C1c2ccccc2Oc2ccccc21,-0.2,-1,0,1,0.3,1,-2,-36,-7
